TNAP inh no acc – inhibitors of human TNAP without phosphate acceptor; actives 0.26% (n = 200,000); AID 1012; P05186; purified TNAP, CDP-star luminescence, 30 min; inhibition, % at 20 µM;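 active = tissue-nonspecific alkaline phosphatase inhibition above about 50% at 20 µM in the single-dose screen, limit read from the data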;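 note: 0% = DMSO negative control and 100% = EDTA positive control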
Target sequence (P05186 whole entry, looked up): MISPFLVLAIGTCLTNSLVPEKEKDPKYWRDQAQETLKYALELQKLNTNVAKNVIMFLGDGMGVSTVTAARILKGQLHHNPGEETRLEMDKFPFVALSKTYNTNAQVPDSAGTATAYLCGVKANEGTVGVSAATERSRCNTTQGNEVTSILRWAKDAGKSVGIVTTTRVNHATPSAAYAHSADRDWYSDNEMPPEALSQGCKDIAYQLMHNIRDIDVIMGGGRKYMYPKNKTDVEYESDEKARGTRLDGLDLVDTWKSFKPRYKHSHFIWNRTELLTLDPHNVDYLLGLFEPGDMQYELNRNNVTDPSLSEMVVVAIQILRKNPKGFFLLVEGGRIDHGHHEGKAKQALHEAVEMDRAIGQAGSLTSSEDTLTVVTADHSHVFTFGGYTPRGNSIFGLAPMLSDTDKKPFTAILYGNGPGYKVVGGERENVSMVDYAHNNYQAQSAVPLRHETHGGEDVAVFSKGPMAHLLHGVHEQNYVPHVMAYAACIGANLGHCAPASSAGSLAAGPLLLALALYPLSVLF
APP 5'UTR act – activates APP 5'UTR luciferase reporter; SH-SY5Y APP 5'UTR luciferase reporter, luminescence; zero percent = DMSO vehicle wells; activation, % at 2 µM; actives 1% (n = 190,000); AID 1276;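 active = activation above a set limit, based on mean plus 3 SD of controls, cut at about 140% in these data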; note: values of inactives mirror those of a sister screen read the other way
FLuc inhib CS – counter-screen for luciferase assay inhibitors: firefly luciferase inhibition. P08659. ATPLite firefly luciferase biochemical luminescence, 10 min. inhibition, % at 10 µM. actives 1.5% (n = 200,000). AID 1006;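 active = inhibition above about 50% when tested at 10 µM, limit read from the data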
Target sequence (P08659 whole entry, looked up): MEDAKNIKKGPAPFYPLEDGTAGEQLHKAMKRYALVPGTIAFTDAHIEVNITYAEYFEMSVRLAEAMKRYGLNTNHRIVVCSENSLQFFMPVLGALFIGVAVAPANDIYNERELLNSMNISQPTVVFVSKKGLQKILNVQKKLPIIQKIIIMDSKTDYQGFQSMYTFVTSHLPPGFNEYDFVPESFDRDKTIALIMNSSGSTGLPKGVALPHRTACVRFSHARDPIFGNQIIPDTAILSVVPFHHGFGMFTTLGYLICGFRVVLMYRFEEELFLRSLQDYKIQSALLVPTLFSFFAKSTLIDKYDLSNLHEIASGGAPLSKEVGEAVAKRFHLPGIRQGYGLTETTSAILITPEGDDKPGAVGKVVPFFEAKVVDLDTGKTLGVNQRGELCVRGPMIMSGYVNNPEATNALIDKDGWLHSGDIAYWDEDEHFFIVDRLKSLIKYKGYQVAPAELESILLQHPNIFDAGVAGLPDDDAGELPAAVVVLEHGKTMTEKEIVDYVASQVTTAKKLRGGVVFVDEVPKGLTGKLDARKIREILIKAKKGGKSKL
TNAP inh hi DEA – blocks human TNAP under high phosphate acceptor concentration. P05186. purified TNAP, CDP-star luminescence, 1 M DEA. inhibition, % at 20 µM. actives 0.03% (n = 200,000). AID 1135;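 active = over 50% inhibition of tissue-nonspecific alkaline phosphatase at 20 µM in the single-dose screen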;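 note: plate controls were DMSO wells for no effect and EDTA-quenched wells as full inhibition for full effect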
FLuc act counter – firefly luciferase counter-screen for stimulation assays. P08659. 200,000 tested, under 10 active. ATPlite luciferase biochemical, luminescence, 10 min; 0 = ATP-free wells, 1 = DMSO control. activation factor at 10 µM;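 active = luciferase activation factor, scaled between plate controls, of at least 2 with compound at 10 µM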
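Assay system: Luciferase/luciferin reagent mix; Medium: PBS as buffer for the ATP substrate; Dosing: test compounds dosed from 2 mM stocks in 100% DMSO; Times: 10 min, room temperature; Signal: luminescence from luciferase reaction; Read-out: luciferase activation; Controls: No-ATP low control, compound-free enzyme-plus-ATP high control.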
bIAP activator – intestinal alkaline phosphatase (bovine) activation; purified bovine IAP, CDP-star luminescence, 30 min; hits give high values; fold of DMSO-control signal, blank-subtracted; activation factor at 20 µM; actives 0.17% (n = 200,000); AID 1016;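 active = activation factor of 2 or more at 20 µM, a signal rise over negative controls twice the positive control's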
PMI act satM6P – activators of human phosphomannose isomerase at near-saturating mannose 6-phosphate; actives 0.34% (n = 190,000); coupled PMI enzyme assay, resazurin fluorescence, 20 min; hits give high values; 1 = untreated enzyme, 0 = substrate-free blank; activation factor at 20 µM;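 active = activation factor of 2 or more at 20 µM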
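Test system: human PMI in coupled enzyme assay; Input: PMI at 15 ng/mL final; Medium: HEPES buffer, pH 7.4; Schedule: 20 min incubation at room temperature; Technique: resorufin fluorescence at Ex 544/Em 590 nm; Compound: 20 µM single dose; Probe or stimulus: Near-saturating mannose-6-phosphate, 1.0 mM.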
TNAP act hiacc – activators of human TNAP at high phosphate acceptor concentration | P05186 | purified TNAP, CDP-star luminescence, 1 M DEA, 30 min; hits give high values; 0 = EDTA background, 1 = DMSO-only activity | activation factor at 20 µM | 200,000 tested, under 10 active | AID 1136;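 active = activation factor at least 2 at 20 µM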
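Measured by: Luminescent substrate turnover signal | Test system: Human TNAP | Input: TNAP 1/800 final | Dosing: 20 µM single point | Schedule: 30 min, room temperature | Controls: EDTA wells as negative control, DMSO wells as positive control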
NF-kB neuron act – NF-kB expression increase, human neuronal cells | AID 1239 | actives 1.6% (n = 190,000) | fold change at 12.5 µM | NF-kB reporter expression; hits give high values; in the data active = fold change above about 3.3
PMI act – phosphomannose isomerase (human) activation | activation factor at 20 µM | actives 0.005% (n = 190,000) | purified human PMI, coupled resazurin fluorescence, 20 min; hits give high values; 1 = vehicle control, 0 substrate-free wells | P34949 | AID 1214;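 active = activation factor of 2 or more at 20 µM, relative to plate controls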
* marks the source's active call; other numbers are inactive results. Rows are unselected. About 3.6% of those tested had a hit in this group.

The opening two compounds as a preview:
Screening CC(=O)N1CCN(S(=O)(=O)c2cccc(C(=O)Nc3nc4c(s3)CCCC4)c2)CC1 returned TNAP inh no acc -23, APP 5'UTR act 15, FLuc inhib CS -2, TNAP inh hi DEA -3, FLuc act counter 1, bIAP activator 1.1, PMI act satM6P 1.1, TNAP act hiacc 1, NF-kB neuron act 0.63 and PMI act 1.
Screening CN1/C(=C\C(=O)CSc2cccc[n+]2[O-])C(C)(C)c2ccccc21 returned TNAP inh no acc -9, APP 5'UTR act 9, FLuc inhib CS -5, TNAP inh hi DEA -1, FLuc act counter 1.1, bIAP activator 1.1, PMI act satM6P 1.5, TNAP act hiacc 1, NF-kB neuron act 1.1 and PMI act 1.4.

This part in full, previewed entries included:
Screening CC(=O)N1CCN(S(=O)(=O)c2cccc(C(=O)Nc3nc4c(s3)CCCC4)c2)CC1 returned TNAP inh no acc -23, APP 5'UTR act 15, FLuc inhib CS -2, TNAP inh hi DEA -3, FLuc act counter 1, bIAP activator 1.1, PMI act satM6P 1.1, TNAP act hiacc 1, NF-kB neuron act 0.63 and PMI act 1.
Screening CN1/C(=C\C(=O)CSc2cccc[n+]2[O-])C(C)(C)c2ccccc21 returned TNAP inh no acc -9, APP 5'UTR act 9, FLuc inhib CS -5, TNAP inh hi DEA -1, FLuc act counter 1.1, bIAP activator 1.1, PMI act satM6P 1.5, TNAP act hiacc 1, NF-kB neuron act 1.1 and PMI act 1.4.
Screening CCN1C(=O)N(CC)C2NC(=S)NC21 (stereo not drawn) returned TNAP inh no acc 6, APP 5'UTR act 16, FLuc inhib CS -8, TNAP inh hi DEA -5, FLuc act counter 1.1, bIAP activator 1, PMI act satM6P 1.1, TNAP act hiacc 1, NF-kB neuron act 1.1 and PMI act 1.1.
`CSC1=NCCN1S(=O)(=O)c1ccc(NC(C)=O)cc1` gave TNAP inh no acc -4, APP 5'UTR act 12, FLuc inhib CS -3, TNAP inh hi DEA -2, FLuc act counter 1, bIAP activator 1, PMI act satM6P 1, TNAP act hiacc 1, NF-kB neuron act 1.4 and PMI act 1.
Screening COc1ccc(CNC(=O)Nc2cccs2)cc1OC returned TNAP inh no acc -9, APP 5'UTR act 2, FLuc inhib CS -2, TNAP inh hi DEA -1, FLuc act counter 1, bIAP activator 1, PMI act satM6P 1.1, TNAP act hiacc 1, NF-kB neuron act 0.86 and PMI act 1.
For Cc1ccc(-c2nc(SCC(=O)Nc3cc(S(=O)(=O)N4CCCCC4)ccc3Cl)n[nH]2)cc1 the results were TNAP inh no acc -1, APP 5'UTR act 14, FLuc inhib CS 39, TNAP inh hi DEA -2, FLuc act counter 0.6, bIAP activator 1, PMI act satM6P 0.9, TNAP act hiacc 1, NF-kB neuron act 1 and PMI act 0.8.
`COC(=O)c1ccccc1NC(=O)c1cn(-c2ccc(C)c(C)c2)c(=O)c2ccccc12` gave TNAP inh no acc -11, APP 5'UTR act -13, FLuc inhib CS -4, TNAP inh hi DEA -9, FLuc act counter 1, bIAP activator 0.9, PMI act satM6P 0.9, TNAP act hiacc 1.1, NF-kB neuron act 0.34 and PMI act 1.
CCOC(=O)C1=C(C)OC(N)=C(C#N)C1c1ccc(OC)c(CSc2ccccn2)c1 (stereo not drawn) was read as TNAP inh no acc -23, APP 5'UTR act 11, FLuc inhib CS -2, TNAP inh hi DEA -2, FLuc act counter 1, bIAP activator 1, PMI act satM6P 0.9, TNAP act hiacc 1, NF-kB neuron act 0.96 and PMI act 0.9.
CN1CCC(=NNC(=O)C(=O)Nc2ccc(F)cc2)CC1 was read as TNAP inh no acc -14, APP 5'UTR act -1, FLuc inhib CS 0, TNAP inh hi DEA -2, FLuc act counter 1, bIAP activator 1, PMI act satM6P 1, TNAP act hiacc 1, NF-kB neuron act 1.2 and PMI act 1.
For Nc1ccccc1C(=O)N/N=C1/C2CN3CCN(C2)CC1(Cc1ccccc1)C3 the results were TNAP inh no acc -6, APP 5'UTR act 25, FLuc inhib CS -4, TNAP inh hi DEA 4, FLuc act counter 1, bIAP activator 1, PMI act satM6P 1.1, TNAP act hiacc 1, NF-kB neuron act 1.6 and PMI act 1.
CCCC1(C(=O)OCC)NC(c2cc(OC)c(OC)c(OC)c2)C2C(=O)N(CC)C(=O)C21 (stereo not drawn) was read as TNAP inh no acc -9, APP 5'UTR act -6, FLuc inhib CS -6, TNAP inh hi DEA -6, FLuc act counter 1.1, bIAP activator 1.1, PMI act satM6P 1, TNAP act hiacc 1.1, NF-kB neuron act 1 and PMI act 1.
For Cc1ccc(NCc2cccnc2)c(Br)c1 the results were TNAP inh no acc 1, APP 5'UTR act 16, FLuc inhib CS -1, TNAP inh hi DEA 0, FLuc act counter 1, bIAP activator 0.9, PMI act satM6P 1, TNAP act hiacc 1, NF-kB neuron act 1.5 and PMI act 1.1.
`CC(C)C(=O)N/N=C/c1ccc(OCc2ccccc2)cc1` gave TNAP inh no acc -8, APP 5'UTR act 7, FLuc inhib CS -4, TNAP inh hi DEA -3, FLuc act counter 1, bIAP activator 1, PMI act satM6P 0.9, TNAP act hiacc 1, NF-kB neuron act 1.3 and PMI act 0.9.
`CC(=O)C1=C(O)CC(C)(C)CC1=NCc1nc2ccccc2[nH]1` gave TNAP inh no acc -10, APP 5'UTR act 6, FLuc inhib CS -1, TNAP inh hi DEA 2, FLuc act counter 1, bIAP activator 1.1, PMI act satM6P 1, TNAP act hiacc 1, NF-kB neuron act 1.2 and PMI act 0.9.
Screening CCCC(O)(c1ccc(Cl)cc1)C(CN1CCOCC1)c1ccccc1 (stereo not drawn) returned TNAP inh no acc 8, APP 5'UTR act -4, FLuc inhib CS -6, TNAP inh hi DEA -9, FLuc act counter 1.1, bIAP activator 1, PMI act satM6P 0.9, TNAP act hiacc 1.1, NF-kB neuron act 1.2 and PMI act 1.
`CCC(C)[C@H](NC(=O)Nc1cccc(OC)c1)C(=O)OC` (stereo partly drawn) gave TNAP inh no acc -7, APP 5'UTR act 9, FLuc inhib CS -6, TNAP inh hi DEA -12, FLuc act counter 1.1, bIAP activator 1, PMI act satM6P 0.9, TNAP act hiacc 1.1, NF-kB neuron act 1.2 and PMI act 1.
CNC(=O)C(C)c1ncc(C(F)(F)F)cc1Cl (stereo not drawn) was read as TNAP inh no acc 4, APP 5'UTR act 15, FLuc inhib CS -3, TNAP inh hi DEA -3, FLuc act counter 1, bIAP activator 0.9, PMI act satM6P 1.1, TNAP act hiacc 1, NF-kB neuron act 1.2 and PMI act 1.1.
Screening CCOC(=O)N1[C@@H]2C=C(C)[C@@H]2[C@@H]2[C@@H](C)C(=O)N21 returned TNAP inh no acc -12, APP 5'UTR act 16, FLuc inhib CS -7, TNAP inh hi DEA -5, FLuc act counter 1.1, bIAP activator 0.9, PMI act satM6P 1, TNAP act hiacc 1.1, NF-kB neuron act 1.5 and PMI act 1.
For CCOC(=O)/C(N=Nc1cc(C(=O)O)cc(C(=O)O)c1)=C(\O)CCl the results were TNAP inh no acc -4, APP 5'UTR act 1, FLuc inhib CS 1, TNAP inh hi DEA 8, FLuc act counter 1, bIAP activator 0.9, PMI act satM6P 1.2, TNAP act hiacc 0.9, NF-kB neuron act 0.96 and PMI act 1.2.
`O=C(NNC(=S)Nc1ccccc1)C1CCCCC1` gave TNAP inh no acc -70, APP 5'UTR act 19, FLuc inhib CS 8, TNAP inh hi DEA -2, FLuc act counter 0.9, bIAP activator 1.1, PMI act satM6P 1, TNAP act hiacc 1, NF-kB neuron act 1.5 and PMI act 1.
`CCCOc1ccc(N)cc1N` gave TNAP inh no acc 2, APP 5'UTR act 2, FLuc inhib CS -6, TNAP inh hi DEA 4, FLuc act counter 1.1, bIAP activator 0.9, PMI act satM6P 0.7, TNAP act hiacc 1, NF-kB neuron act 0.77 and PMI act 0.7.
`O=C(Nc1ccc(F)cc1)c1cc(S(=O)(=O)N2CCCCC2)cs1` gave TNAP inh no acc 6, APP 5'UTR act 4, FLuc inhib CS -2, TNAP inh hi DEA 1, FLuc act counter 1, bIAP activator 0.9, PMI act satM6P 1, TNAP act hiacc 1, NF-kB neuron act 0.64 and PMI act 1.1.
`O=C(N/N=C/c1ccccn1)c1cc(-c2ccc(Cl)cc2)nc2ccccc12` gave TNAP inh no acc -1, APP 5'UTR act -34, FLuc inhib CS 5, TNAP inh hi DEA -1, FLuc act counter 0.9, bIAP activator 1.1, PMI act satM6P 1.1, TNAP act hiacc 1, NF-kB neuron act 1.7 and PMI act 1.
COC(=O)c1ccccc1NC(=O)c1ccc(COc2ccc(C)c(C)c2)o1 was read as TNAP inh no acc -3, APP 5'UTR act -18, FLuc inhib CS -4, TNAP inh hi DEA 0, FLuc act counter 1, bIAP activator 0.8, PMI act satM6P 0.9, TNAP act hiacc 1, NF-kB neuron act 1.2 and PMI act 0.9.
CCCCSc1nn[nH]n1 was read as TNAP inh no acc -13, APP 5'UTR act 1, FLuc inhib CS -5, TNAP inh hi DEA -6, FLuc act counter 1, bIAP activator 0.9, PMI act satM6P 0.9, TNAP act hiacc 1.1, NF-kB neuron act 2 and PMI act 1.
`O=C(NCc1ccc2c(c1)OCO2)c1cccc2c1C(=O)N(C1CCCCC1)C2` gave TNAP inh no acc -8, APP 5'UTR act 0, FLuc inhib CS -4, TNAP inh hi DEA 2, FLuc act counter 1, bIAP activator 0.9, PMI act satM6P 0.9, TNAP act hiacc 1, NF-kB neuron act 1.1 and PMI act 0.9.
`Cc1ccc(OC(=O)c2cccc([N+](=O)[O-])c2)c(-n2nc3ccccc3n2)c1` gave TNAP inh no acc -5, APP 5'UTR act 115, FLuc inhib CS -8, TNAP inh hi DEA -1, FLuc act counter 1.1, bIAP activator 0.9, PMI act satM6P 1, TNAP act hiacc 1, NF-kB neuron act 1.2 and PMI act 1.
Screening COC(=O)c1ccc2nc(-c3cccc(N)c3)cn2c1 returned TNAP inh no acc -9, APP 5'UTR act 56, FLuc inhib CS 90*, TNAP inh hi DEA -2, FLuc act counter 0.1, bIAP activator 1, PMI act satM6P 1, TNAP act hiacc 1, NF-kB neuron act 2.1 and PMI act 0.9.
For CCN(CC)c1nc(OC)nc(-n2nnc(C(C)=O)c2C)n1 the results were TNAP inh no acc -17, APP 5'UTR act 10, FLuc inhib CS -5, TNAP inh hi DEA -5, FLuc act counter 1.1, bIAP activator 1, PMI act satM6P 1, TNAP act hiacc 1, NF-kB neuron act 1.6 and PMI act 0.9.
For COc1cccc(-n2nnc3c(=O)n(Cc4ccccc4F)cnc32)c1 the results were TNAP inh no acc -8, APP 5'UTR act 10, FLuc inhib CS -1, TNAP inh hi DEA -2, FLuc act counter 1, bIAP activator 0.9, PMI act satM6P 0.8, TNAP act hiacc 1, NF-kB neuron act 1.1 and PMI act 0.9.
`Cc1noc(C)c1C(=O)OCC(=O)/C=C1\N(C)c2ccccc2C1(C)C` gave TNAP inh no acc -12, APP 5'UTR act -1, FLuc inhib CS 0, TNAP inh hi DEA -4, FLuc act counter 1, bIAP activator 1, PMI act satM6P 1, TNAP act hiacc 1, NF-kB neuron act 0.85 and PMI act 0.9.
`CCCCCSc1nc(N2CCOCC2)c2c(c1C#N)CC(C)(C)OC2` gave TNAP inh no acc -2, APP 5'UTR act -9, FLuc inhib CS -4, TNAP inh hi DEA -5, FLuc act counter 1, bIAP activator 0.9, PMI act satM6P 0.9, TNAP act hiacc 1, NF-kB neuron act 1.4 and PMI act 0.9.

High-throughput results as filed in PubChem BioAssay.
